From PubChem
a7 integrin act = activators of alpha7 integrin expression for muscular dystrophy; alpha7betagal myoblasts, beta-gal FDG fluorescence, 48 h; Potency, µM (top dose mostly 38.3 µM), inactives show at the top dose activation, hits mostly activators; 350,000 tested, 0.064% active;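 note: potency is the fitted concentration of half-maximal effect; 100% = response of the positive control SU9516; nearly all actives have a fitted effect of over 60% in size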
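alpha7betagal+/- myoblasts (passage 13, 250/well) treated 48 h at 37C with compounds at 1:260 dilution of DMSO stock. Lysed, then beta-galactosidase activity read as FDG fluorescence (ex 480/em 540) after 30 min, with pre-read for autofluorescence.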
GALK inhibitor = blocks human galactokinase activity | P51570 | Purified GALK, Kinase-Glo residual ATP luminescence | Potency, µM (highest dose often 57.5 µM), for inactives: at the top dose activity change, negative = inhibition, hits mostly inhibitors | 270,000 tested, 0.007% active | AID 1868; note: potency is the fitted concentration of half-maximal effect; % is set by controls: 0 for no effect and ±100 for the full control effect
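Luminescence from leftover ATP (Ultra-Glo luciferase/luciferin) served as read-out after a 1 h room-temperature reaction of 5 nM GALK with 35 uM ATP and 100 uM galactose.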
hERG WT inh = inhibitors of human wildtype KCNH2 potassium channel | Q12809 | U2OS, BacMam KCNH2, thallium flux FluxOr; active compounds read low | activity change, % at 1.84 µM | 340,000 tested, 0.37% active | AID 720551;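 active = maximum activity change below -70%; inconclusive = maximum activity change between -70% and -50%; inactive = maximum activity change above -50%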; note: % is set by controls: 0 for no effect and ±100 for the full control effect
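U2OS cells were transduced with wild-type KCNH2 virus (2.03 x 10^8 / mL) for 4 h at room temperature, then cultured overnight at 37 C. Thallium flux was read with FluxOr dye. Rate constants were normalized to DMSO controls.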
CXXC DNA block = MLL CXXC-DNA interaction inhibition | Q03164 | 290,000 tested, 0.037% active | MLL-CXXC / FITC-HOXA9 DNA fluorescence polarization | Potency, µM (titrated, usually from 115 µM), for inactives: top-dose activity change, negative = inhibition, usual class: inhibitors; active = well fitted inhibition curve with a large enough effect in the polarisation, with a control signal flat, not every such curve was filed as active; inconclusive = small, poorly fitted or top-dose-only effect, or effect the other way, or a change in a side signal; inactive = no such curve, though single readings can be large or run the other way; the % refers to the polarisation; note: potency is the fitted concentration of half-maximal effect
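Steps: dispense CXXC domain solution (7 uM) → pin compounds or unlabeled HOX-A9 DNA control → 5 min ambient → add FLSN-HOX-A9 solution (50 nM) → spin → 30 min ambient → fluorescence polarization. Tris pH 7.5/NaCl/DTT/BSA buffer.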
Coupling enz = counter-screen for Giardia aldolase inhibitors: coupling enzyme system; 290,000 tested, 0.67% active; coupling enzyme system counterscreen, AmpLite Red fluorescence; activity change, negative = inhibition, % at 58.2 µM, hits read low; in the data active = activity change below about -30%; note: % is set by controls: 0 for no effect and ±100 for the full control effect
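Activity here indicates interference with the coupling reaction, not aldolase inhibition. Compounds at 57.5 uM final met coupling enzymes for 10 min at RT; substrate and AmpLite Red detection followed, with a 525/598 nm fluorescence read after 20 min.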
KCNH2 3.1 block = inhibitors of human KCNH2 3.1 potassium channel isoform; U2OS KCNH2 3.1, thallium flux FluxOr; active compounds read low; activity change, % (tested at about 1.8 µM); 340,000 tested, 0.95% active;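 active = maximum activity change below -70%; inconclusive = maximum activity change from -70% to -50%; inactive = maximum activity change above -50%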;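 note: thallium influx rate constant from kinetic fluorescence after stimulation buffer; % is set by controls: 0 for no effect and ±100 for the full control effect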
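Measured as rate of thallium-driven FluxOr signal in transduced U2OS cells carrying the 3.1 channel, read kinetically for 2 min upon stimulation; values are rate constants scaled to DMSO control wells.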
MBNL1-CUG inh = MBNL1-poly(CUG) RNA binding inhibition; Potency, µM (doses to about 57.5 µM), inactives show top-dose activity change, negative = inhibition, most hits filed as inhibitors; 280,000 tested, 0.036% active; TR-FRET MBNL1-His/biotin-(CUG)12 binding, 665/545 ratio; Q9NR56; active = well fitted inhibition curve with a large enough effect in the signal ratio, with a control signal flat, not every such curve was filed as active; inconclusive = small, poorly fitted or top-dose-only effect, or effect the other way, or a change in a side signal; inactive = no such curve, though single readings can be large or run the other way; the % refers to the signal ratio; note: potency is the fitted concentration of half-maximal effect; % is set by controls: 0 for no effect and ±100 for the full control effect
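Compounds (final 92 nM to 58 uM) are added to His-tagged MBNL1 and biotin-(CUG)12, then terbium anti-His antibody and streptavidin-XL665 (5 nM final). After 60 min at room temperature, the 665/545 nm ratio is read.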
ASM inhibitor = blocks human secretory acid sphingomyelinase. 340,000 tested, 0.006% active. Potency, µM (top dose mostly 57.5 µM), without a hit: at the highest dose activity change, negative = inhibition, usual class: inhibitors. P17405. placental ASM, HMU-PC fluorogenic substrate, 60 min; note: potency is the fitted concentration of half-maximal effect
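Steps: dispense placental human ASM, pin compound, wait 10 min at room temperature, add HMU-PC0 substrate at 9 uM final, incubate 60 min at 37 °C, add stop solution raising pH to 10, read fluorescence.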
A-T KAP1 phos = potential ataxia-telangiectasia treatments restoring KAP-1 phosphorylation | Potency, µM (series often up to 57.5 µM), inactives show top-dose activation, hits mostly activators | 320,000 tested, 0.19% active | AID 485349 | […] A-T fibroblasts, KAP-1 phosphorylation AlphaLISA; neocarzinostatin DNA damage 30 min before lysis; note: potency is the fitted concentration of half-maximal effect; % of control where 0% means no effect; nearly all actives have a fitted effect of over 45% in size
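ATM-like activity read as KAP-1 phosphorylation via AlphaLISA donor/acceptor antibody pairs after lysis and 6 hr at 25C. Cells were ATM-null patient fibroblasts ([…], hTERT), dosed 60 min, then exposed to the DSB inducer NCS for 30 min.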
TRPV1 agonist = human TRPV1 agonism; Q8NER1; 320,000 tested, 0.19% active; TRPV1-expressing cells, Fluo-8 calcium influx, agonist mode; activation, % at 8.33 µM; in the data active = activation above about 80%; inconclusive = between about 30% and that limit; note: 0% is about no effect
Target sequence (Q8NER1 whole entry, looked up): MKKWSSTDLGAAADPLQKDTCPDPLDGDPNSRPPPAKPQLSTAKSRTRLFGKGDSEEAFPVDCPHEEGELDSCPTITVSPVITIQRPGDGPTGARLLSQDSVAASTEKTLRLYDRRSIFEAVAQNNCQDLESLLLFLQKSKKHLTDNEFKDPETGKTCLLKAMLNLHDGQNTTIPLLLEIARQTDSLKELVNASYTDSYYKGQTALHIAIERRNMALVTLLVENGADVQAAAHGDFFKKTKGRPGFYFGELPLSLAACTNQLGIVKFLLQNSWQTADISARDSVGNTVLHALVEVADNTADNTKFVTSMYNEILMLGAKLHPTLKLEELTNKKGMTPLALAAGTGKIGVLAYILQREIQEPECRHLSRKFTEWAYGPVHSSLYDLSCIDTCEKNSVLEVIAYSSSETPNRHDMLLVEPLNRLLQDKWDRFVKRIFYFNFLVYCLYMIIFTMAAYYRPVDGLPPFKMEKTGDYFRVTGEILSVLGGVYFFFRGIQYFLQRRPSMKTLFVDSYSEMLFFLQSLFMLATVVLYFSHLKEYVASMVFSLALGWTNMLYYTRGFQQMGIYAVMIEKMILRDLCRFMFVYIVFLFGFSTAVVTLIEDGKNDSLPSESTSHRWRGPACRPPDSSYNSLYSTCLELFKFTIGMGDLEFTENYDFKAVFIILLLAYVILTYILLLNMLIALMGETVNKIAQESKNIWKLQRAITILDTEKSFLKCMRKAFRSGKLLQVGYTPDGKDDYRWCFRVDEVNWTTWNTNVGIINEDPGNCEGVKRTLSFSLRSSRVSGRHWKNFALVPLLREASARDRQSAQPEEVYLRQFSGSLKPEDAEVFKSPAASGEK
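TRPV1-expressing cells were cultured overnight at 35.5C and loaded with Fluo-8 calcium dye for 40 to 90 min at room temperature. After a 10 s baseline, compound was added and calcium influx was read kinetically for 3 min (ex 480/em 520 nm).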
An asterisk follows results filed as active; ? = inconclusive; nt = not tested or not shown; [ ] = remark or other dose. Unless noted, calls come from the whole dose curve; as a rule, active = well fitted curve in the direction sought with a large enough effect; inconclusive = small, poorly fitted or top-dose-only effect, or another doubt; inactive = no such curve, though single readings can be large; an effect the other way counts as inactive or inconclusive.

Values run as follows: a7 integrin act	GALK inhibitor	hERG WT inh	CXXC DNA block	Coupling enz	KCNH2 3.1 block	MBNL1-CUG inh	ASM inhibitor	A-T KAP1 phos	TRPV1 agonist
O=C(N/N=C/c1cccnc1)c1ccc(NC(=O)c2ccc(Cl)cc2)cc1
→ -31%	-1%	-6	0%	-3	3	5%	-1%	-2%	?
O=C(COC(=O)c1ccccc1Br)NCC1CCCCC1
→ 1%	nt	-5	nt	nt	14	nt	-1%	43%	nt
O=C(COc1ccc2c(-c3ccccc3)cc(=O)oc2c1)NCCCn1ccnc1
→ -10%	nt	1	4%	1	-2	?	1%	-7%	1
COc1ccc(NC(=O)CSc2cc(C(=O)c3nccn3C)c3ccccc3n2)cc1
→ 0%	0%	-3	7%	13	1	5%	-8%	-1%	2
NC(=O)CSc1nnc(CNc2cccc(Cl)c2)n1CCc1ccccc1
→ 11%	8%	-1	5%	0	-8	11%	-1%	11%	2
COc1ccc(OCCSc2nc(C)c(Cc3ccccc3)c(=O)[nH]2)cc1
→ -6%	-3%	-9	1%	3	2	0%	0%	-2%	2
COc1ccccc1NC(=O)c1ccc(-n2cccn2)c([N+](=O)[O-])c1
→ 17%	1%	-3	-9%	-5	-7	?	-3%	-5%	4
CCCn1cnc2c(sc3nc4c(cc32)CSC(C)(C)C4)c1=O
→ 0%	1%	-27	4%	-1	16	-3%	5%	-1%	?
N#Cc1ccccc1Sc1ccccc1C(=O)OCc1nnc(-c2ccccc2)o1
→ -1%	-3%	-2	0%	-2	-10	3%	3%	0%	0
CCOC(=O)c1sc2nc3n(c(=O)c2c1C)CCC3
→ -19%	0%	-18	0%	1	nt	-7%	-1%	5%	2
O=C(O)CN1C(=O)CC(Cc2ccccc2)C1=O (stereo not given)
→ 6%	2%	4	16%	2	7	-5%	2%	0%	-1
COc1ccc(NC(=O)CN2CCCC2)cc1
→ 24%	3%	-1	-2%	-1	-10	-6%	-2%	-15%	0
CCOC(=O)Nc1sc(C)c(C)c1C(N)=O
→ -6%	-1%	10	?	0	-13	2%	5%	-1%	-1
CCCCC1(C)NC(=S)N2N1C(=S)NC2(C)CCCC (stereo not given)
→ 38%	5%	-3	-2%	1	-4	5%	4%	-4%	2
CCCCn1c(N)c(N(CC)C(=O)CSc2nnnn2-c2cc(C)ccc2C)c(=O)[nH]c1=O
→ 0%	-3%	-3	-8%	2	-15	-17%	-3%	2%	3
CCCCC(=O)NNC(=S)NC(=O)C(c1ccccc1)c1ccccc1
→ 0%	1%	4	5%	2	11	-8%	-7%	2%	17
CC(C)(C)c1ccc(C(=O)N2CCC(C(=O)NC3CCCCCC3)CC2)cc1
→ 10%	3%	-3	17%	1	9	1%	-1%	6%	5
CCCc1cc(C(=O)OC)c(NC(=O)OCC)s1
→ 4%	1%	5	-5%	1	0	-7%	-1%	13%	1
CCn1c(C(=O)Nc2ccsc2C(=O)OC)cc2sc(Cl)cc21
→ 0%	0%	-2	1%	-5	14	16%	2%	11%	-2
CCOc1ccc(NC(=O)c2sc3nc(C)nc(N4CCOCC4)c3c2C)cc1
→ 4%	8%	1	-4%	-1	6	18%	-6%	-2%	2
C=CCc1cc(C)ccc1OCCCC(C(=O)OCC)C(=O)OCC
→ -23%	0%	0	-3%	-1	-4	-20%	1%	18%	5
CCOC(=O)N1CCC(N(CCN(C)C)C(=S)Nc2ccccc2Cl)CC1
→ ?	-1%	-4	2%	0	-1	-8%	-1%	3%	6
CC1CCCCN1C(=O)c1ccc(C(=O)c2ccccc2)cc1 (stereo not given)
→ -19%	nt	-5	nt	nt	-4	nt	2%	-2%	nt
CCN(CC)S(=O)(=O)c1ccc(NN=C2CCN(C(C)C)CC2)c([N+](=O)[O-])c1
→ 2%	9%	1	0%	3	17	5%	-13%	-8%	0
Clc1ccc2c(c1)C1CC2CCN1Cc1ccccc1 (stereo not given)
→ -10%	nt	-3	nt	nt	16	nt	-3%	nt	nt
Cc1coc(C)c1C(=O)CC1(O)C(=O)Nc2cc(Cl)cc(Cl)c21 (stereo not given)
→ -27%	5%	0	2%	3	-1	8%	-5%	24%	1
CCOC(=O)CSc1nnc(-c2ccco2)n1-c1ccc(C)cc1
→ -13%	-4%	3	-5%	1	-3	-8%	3%	2%	10
O=C(c1ccc(F)cc1)N1CCN(c2cc(=O)[nH]nc2-c2ccccc2)CC1
→ 4%	0%	5	-3%	0	15	3%	2%	3%	nt
COc1cc(OC)cc(C(=O)Nc2ccc(S(=O)(=O)Nc3nc(C)cc(C)n3)cc2)c1
→ 1%	4%	-6	-5%	10	-2	-16%	24%	15%	-3
Nc1ccc(C#Cc2ccccc2)cc1
→ 25%	0%	-7	-3%	-1	-6	16%	-2%	0%	2
CCOC(=O)c1cc2nc(OCC)nc(OCC)c2[nH]1
→ -22%	nt	-7	nt	nt	0	nt	1%	nt	nt
O=C(/C=C/c1ccc(Cl)cc1Cl)c1cccnc1
→ -44%	-2%	0	9%	-6	-3	4%	-3%	-7%	3
Cc1ccc(-n2nc(-c3ccco3)cc2C(=O)O)c(C)c1
→ 30%	11%	-14	-7%	2	6	-1%	7%	4%	1
CC(C)(C)c1ccc(C2SCC(=O)N2c2cccc(C(=O)O)c2)cc1 (stereo not given)
→ -33%	nt	1	-1%	9	4	-8%	8%	2%	-5
Cc1c(C(=O)N2CCN(c3ccccc3)CC2)sc2nc3n(c(=O)c12)CCC3
→ -10%	6%	2	2%	3	-15	1%	5%	3%	-1
CCOc1cc(/C=C\[N+](=O)[O-])ccc1OCC(=O)N1CCOCC1
→ -62%[inhibitor]	0%	4	-7%	0	1	-4%	-4%	8%	7
O=S1(=O)CCC(NC(=S)NC2CCS(=O)(=O)C2)C1 (stereo not given)
→ 4%	0%	-4	5%	2	3	nt	-1%	nt	1
O=C1OCC(c2ccccc2)=C1c1ccc(S(=O)(=O)N2CCOCC2)s1
→ 8%	4%	-12	-16%	8	-5	?	-2%	0%	0
O=C(CC1C(=O)NCCN1Cc1ccoc1)NCCc1ccc(Cl)cc1 (stereo not given)
→ 30%	0%	-10	-4%	1	-16	-1%	5%	0%	0
CCCCCc1ccc(-c2cn(CC3CCCCC3)nn2)cc1
→ -4%	nt	0	0%	0	-29	-1%	-5%	32%	3
CC1c2cc3c(cc2CCN1C(=O)c1cccc(Cl)c1)OCCCO3 (stereo not given)
→ -66%[inhibitor]	2%	-19	6%	nt	1	-3%	-2%	-7%	18
CC1CC(C)CN(C(=O)C(C)N2CCN(S(=O)(=O)c3cccs3)CC2)C1 (stereo not given)
→ -21%	nt	17	nt	nt	9	nt	6%	-1%	1
O=C1c2ccccc2OCOc2ccccc21
→ 13%	0%	-6	6%	-1	10	3%	-1%	12%	18
Cc1ccc(-c2noc(CCCC(=O)NC3CCCCC3)n2)cc1
→ -597%[inhibitor]	6%	-12	-6%	1	-13	-9%	3%	4%	2
Cc1ccc(C(=O)OCc2cc3ccccc3[nH]c2=O)cc1
→ -10%	0%	-8	-11%	1	-4	?	-2%	0%	13
Cc1ccc(CNC(=O)Cn2cnc3cc([N+](=O)[O-])ccc3c2=O)cc1
→ 10%	2%	2	1%	2	?	?	3%	3%	0
Cc1ccc(S(=O)(=O)N2CCC(=O)N(CCOCc3cccc(F)c3)CC2)cc1
→ 0%	nt	11	-3%	-2	-12	-12%	1%	-9%	7
CN(CCOc1ccccc1)C(=O)c1ccc(OC2CCN(C(=O)C3CC3)CC2)cc1
→ -27%	4%	-5	-3%	3	6	-5%	1%	2%	-1
CC(=O)COc1ccc2oc(=O)cc(-c3cc4ccccc4o3)c2c1
→ -25%	0%	-3	-5%	nt	-31	?	1%	-3%	16
O=c1c(Cc2ccc(Cl)cc2)c(O)ccn1Cc1ccccc1
→ -3%	-4%	-3	10%	3	-9	?	2%	2%	2
CSCCC(NC(=O)c1ccco1)C(=O)NCC1CCCCC1 (stereo not given)
→ 18%	nt	-8	nt	nt	11	nt	4%	0%	2
Cc1ccccc1OCCCCn1cnc2ccccc21
→ 0%	-1%	0	8%	4	9	-3%	-5%	-3%	13
Cc1ccc(OCC(=O)N(C)Cc2ccccc2)c([N+](=O)[O-])n1
→ -2%	1%	7	7%	1	6	25%	3%	2%	3
CC(Oc1ccc(Cl)cc1)c1ccn[nH]1 (stereo not given)
→ 21%	5%	-5	-5%	2	-4	-1%	-1%	-2%	2
CCCOc1ccc(-c2c(C(=O)N/N=C/c3ccc(C)cc3)nnn2-c2nonc2N)cc1
→ -24%	2%	1	13%	2	6	-2%	-6%	?	0
